# Bioassay records: PubChem BioAssay, several laboratories
# FAS TE block: inhibitors of human fatty acid synthase thioesterase domain. P49327. recombinant FAS-TE, OMFH fluorogenic substrate, fluorescence endpoint. inhibition, % at 15 µM. 360,000 compounds, 0.67% hits. AID 602261;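 active means compounds whose normalised, plate-corrected inhibition of enzyme fluorescence in the single-dose primary screen is 50% or more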;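 further: 0% = DMSO with enzyme and 100% = substrate without enzyme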
# CendR NRP1 mod: modulators of CendR peptide binding to human neuropilin-1 | FAM-RPARPAR peptide binding to NRP-1, fluorescence polarization | inhibition, % at 25 µM | 360,000 compounds, 0.85% hits | AID 602438;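 active means inhibition or corrected inhibition above about 18%, plus a signal ratio from 0.5 to 1.5, limit read from the data, passing the limit was not always enough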; further: strong numbers were not always called active
# SKN-1 block: inhibitors of C. elegans SKN-1 | C. elegans VP596 Pgst-4::GFP/RFP ratio, acrylamide-induced, 24 h | inhibition, % at 21.8 µM | 360,000 compounds, 0.49% hits;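 active means interference check ratio from 0.5 to 1.5 plus GFP to RFP signal ratio inhibition reaching or exceeding a fixed threshold, cut at about 30% in these data, passing the limit was not always enough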; further: some compounds called inactive have numbers as strong as hits
# eLon inh: inhibits E. coli Lon protease | P0A9M0 | purified E. coli Lon protease, fluorescence polarization | inhibition, % at 7.94 µM | 360,000 compounds, 0.42% hits; in the data active means inhibition above about 13%, passing the limit was not always enough;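 further: 0% = enzyme with probe and DMSO and 100% = no enzyme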
# Tb MetRS inh: Trypanosoma brucei MetRS inhibition; purified T. brucei MetRS, ATP depletion, Kinase-Glo luminescence; inhibition, % at 11.9 µM; 360,000 compounds, 0.4% hits; AID 624268;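 active means inhibition above a per-plate cutoff of the control wells' mean inhibition plus 3 SD, cut at about 5.5% in these data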;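 further: 0% = DMSO wells median and 100% = median of wells with control inhibitor compound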
#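 Measured by: Kinase-Glo luciferase luminescence reporting remaining unconsumed ATP. Material: purified T. brucei MetRS enzyme. Doses: 11.9 µM compound single dose, 0.9% DMSO. Medium: HEPES buffer containing pyrophosphatase, BSA, spermine, DTT. Times: 15 min preincubation, 2 h reaction, all 25 °C. Reagent: methionine, ATP and bulk E. coli tRNA.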
# MLLE-PAM2 inh: inhibitors of microRNA-mediated deadenylation, human PABP1 MLLE binding. GST-MLLE / FITC-PAM2 fluorescence polarization. AID 588489. 360,000 compounds, 0.36% hits. inhibition, % at 20 µM; in the data active means inhibition above about 35%, passing the limit was not always enough;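 further: plate controls were DMSO wells with GST-MLLE for no effect and wells lacking GST-MLLE protein for full effect; some results filed as inactive read as strong as hits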
# Target sequence (P11940 whole entry, looked up): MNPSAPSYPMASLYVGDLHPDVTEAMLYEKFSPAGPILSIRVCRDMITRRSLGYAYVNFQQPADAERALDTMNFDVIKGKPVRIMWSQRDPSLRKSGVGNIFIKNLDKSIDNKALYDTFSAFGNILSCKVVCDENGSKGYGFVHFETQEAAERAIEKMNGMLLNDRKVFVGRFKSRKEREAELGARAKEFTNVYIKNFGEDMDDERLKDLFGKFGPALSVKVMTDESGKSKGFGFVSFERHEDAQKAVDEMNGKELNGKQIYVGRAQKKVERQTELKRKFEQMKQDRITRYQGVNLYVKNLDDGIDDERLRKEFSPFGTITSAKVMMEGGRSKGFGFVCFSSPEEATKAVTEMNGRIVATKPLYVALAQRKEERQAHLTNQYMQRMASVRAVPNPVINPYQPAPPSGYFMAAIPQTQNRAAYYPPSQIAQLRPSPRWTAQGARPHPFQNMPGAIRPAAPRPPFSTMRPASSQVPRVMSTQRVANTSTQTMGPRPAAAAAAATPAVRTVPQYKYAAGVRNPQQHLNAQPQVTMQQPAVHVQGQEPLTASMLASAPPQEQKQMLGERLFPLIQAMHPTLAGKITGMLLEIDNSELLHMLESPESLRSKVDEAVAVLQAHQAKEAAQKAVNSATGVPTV
# bovine MsrA act: activators of bovine methionine sulfoxide reductase A. purified bovine MsrA, absorbance read-out. activation, % at 10.6 µM. 360,000 compounds, 0.3% hits; in the data active means activation above about 7.5%;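 further: 0% = vehicle and 100% = reference activator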
# MsrA inhibitor: bovine MsrA inhibition; purified bovine MsrA, absorbance read-out; inhibition, % at 15.5 µM; 360,000 compounds, 0.75% hits; AID 651718; in the data active means inhibition above about 4.5%;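 further: 0% = vehicle wells with enzyme and 100% = reference inhibitor wells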
# MT1-MMP act inh: MT1-MMP (human) activation inhibition; P50281; HT1080 RFP-PRO-GFP cells, GFP/RFP ratio fluorescence, overnight; percent of plate control window, DMSO zero; GFP/RFP ratio change, % at 20 µM; 360,000 compounds, 0.061% hits; AID 651647;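 active means GFP/RFP ratio change of at least 30% with cell ATP level not reduced by more than half and red fluorescence within 50% of control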; further: strong numbers were not always called active
#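 Assay system – RFP-PRO-GFP reporter HT1080 cells · Compound dosing – single dose of 20 µM compound, 1% DMSO final · Incubation – overnight compound exposure at 37 °C · Measure – GFP/RFP fluorescence ratio · Benchmarks – DMSO wells and RFP-L50D-GFP cells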
# An asterisk follows results filed as active; · = no result given. No enrichment for hits. Share with any hit: about 4%.
# Below each SMILES – FAS TE block, CendR NRP1 mod, SKN-1 block, eLon inh, Tb MetRS inh, MLLE-PAM2 inh, bovine MsrA act, MsrA inhibitor, MT1-MMP act inh
> C=CCn1c(CNC(=O)c2ccccc2C)nnc1SCC(=O)NC1CCCC1
    -7, 1, 28, -5, 0.0, -3, 0, -0.2, -4
> Cc1c(C(=O)NC2CCCCC2)oc2ccccc12
    4, -3, -12, 1, 0.1, 1, -8, 0.2, -1
> O=c1[nH]c2ccccc2c(=O)n1Cc1ccccc1
    -1, 4, -19, -6, -0.2, 20, -1, 1.1, -2
> COC(=O)Nc1nnc(-c2ccc(OC)cc2)s1
    -4, 0, 4, -2, -0.3, 4, -3, -0.6, -6
> O=C(Nc1cccnc1)c1scc2c1OCCO2
    -13, 9, 0, -12, -1.5, 11, -3, -1.1, -9
> CCOC(=O)[C@]12CCCC=C1N(Cc1ccccc1)C(=O)[C@H](CC(=O)NCc1ccc(C)o1)C2
    ·, -8, -4, ·, -0.1, ·, ·, 0.6, 4
> C(=N\n1cnnc1)/c1ccc(N2CCOCC2)cc1
    -8, -6, 3, 3, -0.8, 2, -11, 4.2, 3
> Fc1ccc(N2CCN(c3nnnn3-c3ccccc3)CC2)cc1
    4, 4, -9, -4, -1.0, -8, -10, 0.1, -3
> O=C(C[C@@H]1C/C=C\C[C@@H](NC(=O)OCC2c3ccccc3-c3ccccc32)C(=O)OCCNC1=O)N[C@@H](CO)Cc1ccccc1
    -4, -4, -13, 6, -1.2, -3, -6, 2.0, -1
> O=C(/C=C\c1ccc2c(c1)OCO2)Nc1c2c(nn1-c1ccc(Cl)cc1)CSC2
    25, -4, -19, 0, 5.0, 0, -2, 4.4, -10
> CCCSC1=N/C(=C\c2ccsc2)C(=O)S1
    -10, 1, -7, 5, -0.2, 5, 0, -1.1, -2
> COc1ccc(OC)c(N=Cc2c(O)[nH]c3ccccc23)c1
    -6, 6, -6, -13, -1.1, -4, -4, 1.7, 1
> CCN(CCCNC(=O)C1CCCN(S(=O)(=O)CC)C1)c1cccc(C)c1 (stereo not given)
    -3, -7, -9, 0, -1.6, 8, -8, 1.0, -1
> COC(=O)[C@@]1(Cc2ccccc2)[C@H]2C(=O)N(C)C(=O)[C@H]2[C@H]2CN=C(SCc3ccc(C)cc3)N21
    10, 4, -7, -2, -0.1, -5, -2, 0.0, -1
> O=S(=O)(NN=C1CCCCCCC1)c1ccc(Br)cc1
    -1, -1, 11, 4, -0.2, 5, -3, -0.2, -13
> CCOC(=O)/C(C#N)=C/Nc1ccccc1NS(=O)(=O)c1cccc(C(C)=O)c1
    -4, -4, 2, -1, 0.8, -2, -3, 6.0*, -1
> Cc1onc(-c2ccccc2Cl)c1C(=O)Nc1cccc(-c2nc3ncccn3c2C)c1
    -5, -6, 7, -4, -0.1, 10, -12, 0.7, -3
> COc1ccccc1N1CCN(C(=O)C(OC(C)=O)c2ccccc2)CC1 (stereo not given)
    -6, 3, -18, 2, 0.2, -10, 1, 0.2, 2
> CCCC(=O)Nc1cc(C)c(NC(=O)c2cccs2)cn1
    -9, -6, 11, 0, -0.4, -1, -2, -0.3, 0
> C#CCOCCOCCOCCNc1nc(N2CCOCC2)nc(N2CCN(C(=O)[C@H](Cc3ccc(O)cc3)n3cc([C@@H](N)C(C)CC)nn3)CC2)n1 (stereo not given in full)
    -13, 0, -7, -1, 0.1, 1, -7, -1.5, 3
> O=C(CN1C(=O)c2ccccc2S1(=O)=O)NCc1cccs1
    0, 12, -1, 8, -0.6, -15, -5, 0.9, -4
> O=C1c2cccc3cccc(c23)C(=O)N1Cc1ccco1
    4, 4, 0, -3, -0.3, -12, -4, 1.2, 1
> COc1ccccc1N1CCN(C(=O)c2c(-c3ccccc3)noc2C)CC1
    -4, -4, 9, -3, -0.5, -1, -2, 0.3, -8
> Cc1ccc(C)c(-n2c(-c3ccco3)n[nH]c2=S)c1
    -3, 7, -2, 8, 0.1, 1, -2, 0.3, 6
> NC(=O)c1ccc(SCC(=O)OCC(=O)NCC2CCCCC2)c([N+](=O)[O-])c1
    -4, -13, -4, 6, -0.5, -16, -3, 1.7, 3
> O=C(NCc1ccccc1)C(c1cc2ccccc2o1)n1c(=O)c(-c2cc3ccccc3[nH]2)nc2ccccc21 (stereo not given)
    ·, 7, 9, ·, -0.1, ·, ·, -0.1, -4
> COc1ccccc1/C=C/C(=O)OCC(=O)NNC(=O)c1ccccc1
    -8, 11, -1, 3, -0.3, -6, -8, 1.8, 2
> COc1ccc(Cc2noc(CN3CCN(C4CCc5ccccc5C4)CC3)n2)cc1OC (stereo not given)
    -4, -11, -14, 8, -1.0, -27, -12, -0.1, 5
> CCC1CCCCN1C(=O)c1sc2nc(C)nc(N(CC)CC)c2c1C (stereo not given)
    -2, -3, -1, 5, -0.2, 11, 0, 1.3, -2
> COc1cc(Cl)c(C)cc1NC(=O)c1cccc(OC)c1OC
    26, 9, 11, 4, -1.0, 0, -4, 0.2, 1
> Cc1cc(C)c2oc(-c3ccc(C)c(NC(=S)NC(=O)/C=C/c4ccco4)c3)nc2c1
    20, -17, -1, 7, -0.2, 7, -11, 1.2, 9
> C=C(C)C(=O)OCCCCCCOc1ccc(C(=O)O)cc1
    -6, -7, -7, 2, 0.0, -3, -1, 0.2, 17
> CN(C)CCCNC(=O)C[C@H]1C[C@H](C(=O)N2CCOCC2)[C@@]2(CCC3CCCC3)c3[nH]c4cc(-c5ccco5)ccc4c3CCN2C1=O
    70*, -10, 0, -2, -1.4, -14, -2, -0.8, -3
> COc1cc(/C=C/C(=O)O)cc(S(=O)(=O)Nc2cc(C(F)(F)F)ccc2N2CCOCC2)c1OC
    5, -2, 13, 1, 0.3, 3, -3, 0.9, -1
> Cc1ccc(-c2nn(-c3ccccc3)cc2C(=O)N2CCOCC2)cc1C
    8, 3, 0, -1, -0.2, 21, -1, -2.6, 1
> CCOc1ccccc1N1CC(C(=O)Nc2cccc(S(=O)(=O)N3CCCCC3)c2)CC1=O (stereo not given)
    6, -15, -2, -1, -0.5, -17, -2, 1.7, 4
> O=c1c2ccccc2ncn1CCc1ccncc1
    -5, 12, 2, -10, 0.1, 9, 0, 0.6, 2
> CC(=O)Nc1ccc(/C=C/c2ccc3cccc([N+](=O)[O-])c3n2)cc1
    15, -2, -6, 5, -0.1, 12, 1, 1.7, -5
> Cc1ccccc1Cc1n[nH]c(=S)n1N
    -10, -4, 3, 4, -0.2, -5, 2, 1.1, 0
> CCOC(=O)c1nc2cc3n(c(C)c-2c1C)C(C)C(C)=C3C (stereo not given)
    -7, -4, -3, -4, -1.3, -8, -4, 2.0, 0
> O=C(C1=C[C@H](c2coc3ccccc3c2=O)C[C@H](OCCCCO)O1)N1CCN(Cc2ccccc2)CC1
    -8, 14, -8, 6, -0.2, -1, -1, -0.2, 0
> CCCCN(C(=O)CSc1nnc(Nc2ccccc2)s1)c1c(N)n(CCC)c(=O)[nH]c1=O
    -4, -2, -1, -5, 3.9, 24, -8, -0.2, -4
> Cc1cccc(OCC(=O)NNC(=O)c2cc(S(=O)(=O)N(C)C)ccc2N2CCCC2)c1
    -1, 8, 21, -8, -0.4, -6, -3, 0.2, 1
> Cc1cc(OCC(=O)NC(Cc2c[nH]c3ccc(O)cc23)C(=O)O)c2c(C)c(C)c(=O)oc2c1 (stereo not given)
    -5, -22, 5, -2, 0.8, 6, -1, 2.6, 2
> COc1cc(N=Cc2c(CO)cnc(C)c2O)cc(OC)c1OC
    -5, -5, 2, 7, 0.1, 13, -2, 0.6, -3
> Cc1ccc(Cl)cc1Nc1nc(N2CCOCC2)nc(N2CCOCC2)n1
    7, -9, 31, 0, 0.0, -6, -2, -1.0, -1
> Cc1nc2n[nH]c(N)c2nc1C
    -7, -6, -4, -8, 0.8, -9, -2, 0.8, 8
> COc1ccc(OCCC(=O)OCC(=O)NCc2ccc(F)cc2)cc1
    0, 4, 0, -7, 0.3, 6, -3, 0.3, 2
> COc1ccc(S(=O)(=O)Nc2ccccc2C(=O)NCc2ccco2)cc1
    3, 2, 33, -2, -0.3, 0, -2, -1.5, -1
> COc1ccc(OC)c(NC(=O)C2(C)CCN2C(=O)Cc2ccc(Cl)cc2Cl)c1 (stereo not given)
    16, -8, -1, 0, -0.2, 5, 0, -0.7, -3

# Other entries:
# Below each SMILES – FAS TE block, CendR NRP1 mod, SKN-1 block, eLon inh, Tb MetRS inh, MLLE-PAM2 inh, bovine MsrA act, MsrA inhibitor, MT1-MMP act inh
> COc1ccc(-n2c(C)cc3cc(OC(C)=O)ccc32)cc1
    18, -15, 8, 4, -0.9, 7, -7, 0.7, 3
> CC(=O)Nc1ccc(Cl)cc1-c1ccccc1
    -4, -42, 4, -11, -0.2, 3, -2, -0.6, -6
> COc1ccc(OCC(=O)N2CCC(Cc3ccccc3)CC2)cc1
    3, 4, -6, -3, 0.0, 4, 1, -0.7, 2
> O=C(Nc1cnc2sccn2c1=O)c1ccccc1Cl
    0, -9, 3, -12, -1.0, 8, -5, 2.5, 2
> C[n+]1cccc(C2C(C#N)=C(N)Oc3c2ccc2ccccc32)c1 (stereo not given)
    -5, 12, 11, 8, -0.1, -63, -1, -1.2, -4
> NC(=O)c1cccc(Nc2nc(C(N)Cc3ccc(C(F)(F)F)cc3)cs2)n1 (stereo not given)
    0, 6, 15, 13, -0.1, 1, 0, 1.1, -8
> Cc1ccc(OCC(=O)c2c(O)c3ccccc3oc2=O)cc1C
    -2, -10, -6, -7, 0.2, 5, 2, 0.8, 2
> COc1ccccc1CC(=O)Nc1ccc(F)cc1F
    -1, -6, 8, 7, -0.2, 9, -1, -0.1, 3
> CCN(CC)c1ccc(NC2=C(Cl)C(=O)c3ccccc3C2=O)cc1
    26, 36*, 2, -5, -1.3, 45*, -3, ·, -138
> O=C(CSc1nnnn1-c1ccc(F)cc1)c1ccc(O)c(O)c1
    -1, -63, -2, -6, 0.7, -16, -4, 3.5, -2
> O=C(NC1CCCCCCC1)c1ccc(Br)o1
    -2, -5, 2, -1, 0.4, 10, 0, -0.6, -5
> COC(=O)c1c[nH]n2c(=O)cc(CCl)nc12
    -9, -22, 4, -4, -0.3, 7, -7, 2.3, -4
> O=C(CSc1nnc(CNC(=O)c2ccccc2F)o1)Nc1ccc2c(c1)OCO2
    -2, 13, 0, -3, -0.8, 24, 2, -0.6, -1
> COc1cc(/C=C/C(=O)OCC(=O)NCc2cccs2)ccc1OC(F)F
    -4, 1, -5, 2, 0.0, -2, -4, 0.3, -2
> C[n+]1ccccc1N1CCN(c2ccccc2Cl)CC1
    -12, 4, 6, -5, -0.7, -127, -4, 0.7, 2
> CC(C)(C)NC(=O)NC(=O)COC(=O)Cc1ccc(Cl)cc1Cl
    70*, 6, 8, -2, -0.8, -3, -4, -0.6, 1
> CCn1cc(Br)c(C(=O)NN)n1
    -16, -12, 16, 11, -1.4, 13, -10, -0.1, 0
> O=C(Cn1cnc2scc(-c3ccc(F)cc3)c2c1=O)NCC(c1ccco1)N1CCCC1 (stereo not given)
    -1, -12, 2, -8, -0.3, -4, -2, -0.7, -3
> CCO[C@H]1OC(C(=O)NCc2nc3ccccc3[nH]2)=C[C@@H](C2CCCCC2)[C@@H]1CCCO
    1, -11, 16, 4, 3.7, 9, 0, -1.1, 3
> CCOCc1[nH]c(=S)[nH]c(=O)c1Cc1ccc(OCC(C)C)cc1
    1, -8, 9, 0, -0.9, 14, -1, 0.3, 6
